Screens as filed in PubChem.
RGS4 act = RGS4 potentiation or activation | HEK293 M3R/inducible RGS4, carbachol calcium flux Fluo4; hits give low values | B-score at 10 µM | actives 0.92% (n = 310,000);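 active means B-score of the integrated calcium signal more than 4 SD below the library mean, with starting fluorescence not abnormally high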;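 further: negative B-score means reduced calcium response which marks RGS4 activation or potentiation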
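Test system: HEK293 cells with stable M3R and inducible RGS4; also added: carbachol at ECmax as muscarinic agonist stimulus; schedule: dye loading 30 min 37 °C, buffer rest 30 min RT; technique: kinetic calcium fluorescence imaging with Fluo4-AM dye, 2 µM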
MrgX1 allo act = human MrgX1 positive allosteric modulation, primary screen; MrgX1-HEK293, Fluo-4 calcium flux, FDSS; hits give high values; B-score at 10 µM; Q96LB2; actives 0.63% (n = 310,000);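 active means plate-corrected calcium response at least 3 library SD above typical, normal starting fluorescence, not activating the receptor alone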;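 further: compound read alongside a low EC10 to EC30 dose of BAM8-22 agonist; peak minus trough fluorescence over baseline measured at the second addition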
TRPC6 activator = mouse TRPC6 channel activation; Q61143; HEK293-TRPC6 membrane potential dye fluorescence; hits give high values; B-score at 10 µM; actives 0.13% (n = 310,000); AID 2550;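 active means B-score of the integrated fluorescence ratio above library mean plus 3 SD, and starting fluorescence ratio within library mean plus 5 SD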;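 further: higher score means more depolarization so channel activation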
MrgX1 antagonist = blocks BAM8-22 activation of human MrgX1 receptor; Q96LB2; MRGX1-HEK293 calcium flux, Fluo-4, BAM8-22 antagonism; hits give low values; B-score at 10 µM; actives 1.3% (n = 310,000); AID 588676;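 active means calcium-response B-score plate-corrected more than 3 library SD below zero, starting fluorescence within 5 deviations, no agonist response on first addition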;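 further: peak minus trough fluorescence over baseline after final BAM8-22 challenge near maximal dose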
MrgX1 agonist = human MrgX1 receptor agonism, primary screen | Q96LB2 | MrgX1-HEK293 cells, Fluo-4 calcium fluorescence, agonist mode; hits give high values | B-score at 10 µM | actives 0.44% (n = 310,000) | AID 588627;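 active means calcium response B-score plate-corrected fluorescence ratio at least 3 library SD, with starting fluorescence B-score inside 5 SD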
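Assay system: MrgX1-expressing HEK293 cells / Amount: fifteen thousand cells per well / Doses: test compound in the initial addition of three / Timing: cells plated overnight, dye loaded 0.5 h 37 °C, 0.5 h room temperature / Technique: kinetic calcium dye fluorescence, Fluo-4 NW / Control set: positive and negative controls per plate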
TMEM16A act = mouse TMEM16A channel activation, primary screen. Q8BHY3. HEK293 TMEM16A/YFP-H148Q/I152L, iodide quench fluorescence; hits give low values. B-score at 10 µM. actives 0.3% (n = 340,000);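 active means fluorescence-ratio B-score plate-corrected deviation score at least 3 library SD below zero, with starting fluorescence score within 5 deviations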;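 further: channel opened by trigger with iodide after compound preincubation; score built on the fluorescence ratio of max minus min over baseline; more negative score means more quench and so TMEM16A activation or potentiation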
Target sequence (Q8BHY3 whole entry, looked up): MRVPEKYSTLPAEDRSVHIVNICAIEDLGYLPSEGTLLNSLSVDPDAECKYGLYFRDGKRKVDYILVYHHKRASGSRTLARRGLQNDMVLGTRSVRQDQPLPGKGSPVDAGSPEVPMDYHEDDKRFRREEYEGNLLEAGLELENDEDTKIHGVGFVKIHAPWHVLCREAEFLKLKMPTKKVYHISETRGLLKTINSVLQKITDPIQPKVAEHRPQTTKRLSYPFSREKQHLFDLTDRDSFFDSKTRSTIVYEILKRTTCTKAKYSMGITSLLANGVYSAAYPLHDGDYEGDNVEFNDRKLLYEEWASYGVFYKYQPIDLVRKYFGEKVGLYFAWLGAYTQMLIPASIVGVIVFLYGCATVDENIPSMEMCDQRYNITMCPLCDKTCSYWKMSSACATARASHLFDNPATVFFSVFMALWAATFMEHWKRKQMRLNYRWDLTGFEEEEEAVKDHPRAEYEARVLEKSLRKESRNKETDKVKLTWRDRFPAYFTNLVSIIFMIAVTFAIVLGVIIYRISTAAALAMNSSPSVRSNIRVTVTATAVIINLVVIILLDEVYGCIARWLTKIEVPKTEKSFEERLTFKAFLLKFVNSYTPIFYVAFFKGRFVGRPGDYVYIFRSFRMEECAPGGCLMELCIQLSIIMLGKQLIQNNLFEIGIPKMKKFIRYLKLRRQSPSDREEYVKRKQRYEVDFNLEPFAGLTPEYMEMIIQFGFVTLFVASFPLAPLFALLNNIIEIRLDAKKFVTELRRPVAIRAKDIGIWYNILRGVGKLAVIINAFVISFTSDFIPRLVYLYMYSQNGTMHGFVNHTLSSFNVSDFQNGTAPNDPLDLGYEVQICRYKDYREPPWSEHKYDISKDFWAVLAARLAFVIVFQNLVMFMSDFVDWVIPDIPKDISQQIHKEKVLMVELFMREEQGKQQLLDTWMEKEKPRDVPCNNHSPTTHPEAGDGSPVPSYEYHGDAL
HDAC3 inh = inhibitors of human histone deacetylase 3; inhibition, % at 8.3 µM; recombinant HDAC3, fluorogenic peptide/trypsin coupled, fluorescence; actives 0.15% (n = 320,000); in the data active means inhibition above about 26%, passing the limit was not always enough; inconclusive means no clear call, values can overlap the other calls
RGS4 block = inhibitors of human RGS4. B-score at 10 µM. actives 0.45% (n = 310,000). P49798. AID 463165. HEK293 M3R/RGS4 inducible, Fluo-4 calcium flux; hits give high values; triggered by carbachol at its EC20;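 active means B-score, a plate-corrected calcium signal, over three deviations above library mean, with baseline fluorescence within five deviations of library mean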;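 further: RGS4 expression induced by doxycycline in cells with stable M3 receptor; B-score is computed from the integrated fluorescence ratio over baseline after carbachol; higher B-score means a larger calcium signal and so more RGS4 inhibition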
TMEM16A inh = mouse TMEM16A channel inhibition, primary screen. actives 1.2% (n = 310,000). HEK293 TMEM16A/YFP iodide influx fluorescence, ionomycin. AID 588511. normalized B-score (activity score, 25-100; higher = stronger inhibition) at 10 µM. Q8BHY3;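 active means ratio plate-corrected score three or more library SD toward inhibition, starting fluorescence score within five deviations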;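 further: score derived from kinetic fluorescence span divided by baseline fluorescence per well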
TRPC6 inh = inhibitors of mouse TRPC6 channel; actives 1.1% (n = 310,000); B-score at 10 µM; Q61143; HEK293-TRPC6, membrane potential dye, ACh-evoked depolarization; hits give low values;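 active means B-score under library mean minus 3 SD, initial fluorescence not abnormally high, positive integrated signal ratio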;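 further: B-score derived from integrated fluorescence ratio over the kinetic read; more negative B-score means stronger inhibition of depolarization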
SKKanGAS inh = inhibitors of SKKanGAS S. pyogenes growth in kanamycin (SK-promoter or general growth effect); BacTiter-Glo, 6 h; inhibition, % at 7.5 µM; actives 1.3% (n = 300,000); AID 1662;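 active means mean replicate score, as percent of positive control median, at least 50; inconclusive means mean below 50 but one replicate at or above 50; inactive means mean and every replicate below 50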;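 further: strain carries kanamycin resistance gene driven by streptokinase promoter and grows in 40 µg/ml kanamycin; loss of luminescence reflects streptokinase promoter inhibition or plain growth inhibition; 0% = median of DMSO wells and 100% = positive control at its reference dose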
An asterisk follows results filed as active; i = inactive; ? = inconclusive; nt = no result given.

compound	TMEM16A inh	HDAC3 inh	MrgX1 antagonist	TRPC6 activator	TRPC6 inh	MrgX1 agonist	TMEM16A act	RGS4 act	SKKanGAS inh	RGS4 block	MrgX1 allo act
Cc1ccc(C(=O)NCCc2nnc3ccc(SCC(=O)Nc4ccccc4C)nn23)cc1	i	nt	i	i	i	i	i	i	-3.4	i	i
C=CCn1c(SCc2nc3ccccc3[nH]2)nnc1-c1cccc(OC)c1	i	-3.0	i	i	i	i	i	i	1.9	i	i
Cc1ccc(S(=O)(=O)CCC(=O)c2cccc([N+](=O)[O-])c2)cc1	i	-6.2	i	i	i	33*	i	i	3.8	i	i
COc1ccc(N2C(=O)CSC2c2ccc([N+](=O)[O-])cc2)cc1 (stereo not drawn)	i	-1.1	i	i	i	i	i	i	1.5	i	i
COc1ccccc1N(C(=O)Cn1nnc2ccccc21)C(C(=O)NCc1ccco1)c1ccc(C)o1 (stereo not drawn)	i	2.7	i	i	i	i	i	i	0.9	i	i
CCc1nnc(NS(=O)(=O)c2ccc(NC(=O)c3cccc(OC)c3)cc2)s1	i	-4.1	i	i	i	i	i	i	-2.9	i	i
COc1cc(C(=O)N/N=C/c2coc3ccc(Cl)cc3c2=O)ccc1O	i	96.2*	i	i	i	i	i	i	-9.8	i	i
CCc1nnc(NC(=O)CN2C(=O)CCC2=O)s1	i	0.6	i	i	i	i	i	i	1.7	i	i
C=CCOc1ccccc1CN1CCC(n2nccc2NC(=O)c2ccccc2)CC1	i	?	i	i	i	i	i	i	-0.9	i	i
CN(C)c1ccc(C2NC(=O)c3ccccc3N2)cc1 (stereo not drawn)	i	-3.2	i	i	i	i	i	i	12.2	i	i
COc1cc(OC)cc(-c2cc3nc(C)c(CCC(=O)NCc4ccccc4)c(C)n3n2)c1	i	-5.0	i	i	i	i	i	i	15.2	i	i
CC(=O)N1CCCc2cc(S(=O)(=O)Nc3ccccc3C)ccc21	i	-4.3	i	i	i	i	i	i	0.2	i	i
COc1ccc(C(=O)N/C(=C/c2cccs2)C(=O)NN)cc1OC	i	9.6	i	i	i	i	i	i	-6.5	i	i
COCCNC(=O)C(=O)N/N=C(\C)CC(=O)Nc1cccc(C(F)(F)F)c1	i	0.4	i	i	i	i	i	i	-11.1	i	i
O=[N+]([O-])c1cccc(S(=O)(=O)N2CCCCCC2)c1	i	4.6	i	i	i	i	i	i	-4.5	i	i
CCc1nnc(SCCSc2nnc(CC)n2N)n1N	i	-1.2	i	i	i	i	i	i	3.2	i	i
COC(=O)c1[nH]c2ccc(Cl)cc2c1NC(=O)C1CC1	i	-13.7	i	i	i	i	i	i	-8.0	i	i
Cc1ccc(-c2csc(N(CCCN(C)C)C(=O)c3ccco3)n2)cc1	i	4.3	i	i	i	i	i	i	20.8	i	i
CN1CCN(C(=O)c2ccc(-n3cccn3)nc2)CC1	i	-2.7	i	i	i	i	i	i	-9.4	i	i
CC(=O)c1cc(C)ccc1OC(=O)c1cccc2nc(C)oc12	i	6.4	i	i	i	i	i	i	0.8	i	i
CCOc1ccc2nnnn2n1	i	2.9	i	i	i	i	i	i	1.6	i	i
Cc1ccc(S(=O)(=O)N2CCN(C(=O)c3nn(C(C)C)c(=O)c4ccccc34)CC2)cc1C	i	2.6	i	i	i	i	i	i	-2.2	i	i
S=c1[nH]nc(-c2ccccc2)c2ccccc12	i	6.2	i	i	i	i	i	i	0.3	i	i
CCOC(=O)C(CC)n1cnc2c(nnn2-c2ccc(OC)cc2)c1=O (stereo not drawn)	i	-3.2	i	i	i	i	i	i	4.4	i	i
NC(=O)C1(N2CCCCC2)CCN(C2CC(=O)N(Cc3cccs3)C2=O)CC1 (stereo not drawn)	i	3.6	i	i	i	i	i	i	1.9	i	i
CCN(CC)Cc1c(O)c(Cl)cc2c3c(c(=O)oc12)CCCC3	i	-134.2	i	i	i	i	i	i	6.3	i	i
Cn1cccc1/C=N/NC(=O)Cc1ccccc1	i	-0.1	i	i	i	i	i	i	-4.8	i	i
COc1cccc(NC(=O)N2CCCC2)c1	i	-1.5	i	i	i	i	i	i	0.8	i	i
CC(C)NC(=O)Cn1c(SCC(=O)NC2CCCC2)nc2ccccc21	i	6.1	i	i	i	i	i	i	-3.6	i	i
O=C(Nc1ccc(F)c(Cl)c1)C1CCCCC1	i	3.3	i	nt	nt	i	i	nt	nt	nt	i
O=C(CCc1ccccc1)Nc1sc2c(c1C(=O)O)CCCC2	i	-11.0	i	i	i	i	i	i	21.2	i	i
Cc1ccc(OCc2cc(C(=O)N3CCCCCCC3)no2)cc1C	i	nt	i	i	i	i	i	i	4.6	i	i
O=C(NCc1ccc(F)cc1)C1CCCN(S(=O)(=O)c2cccnc2)C1 (stereo not drawn)	i	5.8	i	i	i	i	i	i	-6.0	i	i
COc1cc(OC)cc(C(=O)N2CCN(C3CCN(Cc4ccccc4)CC3)CC2)c1	i	0.8	i	i	i	i	i	i	-4.2	i	i
O=C(Cc1ccc(Cl)cc1)N/N=C1\CCCc2ccccc21	i	-2.2	i	i	i	i	i	i	-1.9	i	i
CC(=O)c1cccc(NC(=O)COc2cc3oc(=O)c(CC(C)O)c(C)c3cc2Cl)c1 (stereo not drawn)	i	nt	i	i	i	i	i	i	8.3	i	i
Cc1c(C(=O)N(C)C)c2ccc(Cl)cc2n1O	i	-0.5	i	i	i	i	i	i	-7.0	i	i
O=C(CSc1nnc(NC(=O)c2ccco2)s1)Nc1ccc(F)cc1F	i	3.0	i	i	i	i	i	i	26.8	i	i
COc1ccc(NC(C)C(=O)N/N=C/c2c(O)ccc3ccccc23)cc1 (stereo not drawn)	i	-1.1	i	i	i	i	i	i	96.8*	i	i
Cc1ccc2c(c1)N(C(=O)CCC(=O)NC1CCCCCC1)CC(C)O2 (stereo not drawn)	i	nt	i	i	i	i	i	i	-1.4	i	i
CCOC(=O)c1cn2nc(Oc3ccc(C)cc3)ccc2n1	i	-2.4	i	i	i	i	i	i	-0.3	i	i
CCOc1nc2c(c(=O)n(C)c(=O)n2C)n1Cc1ccccc1Cl	i	?	i	i	i	i	i	i	-13.3	i	i
CCCC(=O)Nc1ccc(N2CCN(C(=O)CCC)CC2)cc1	i	-10.5	i	i	i	i	i	i	-9.5	i	i
COc1ccc2c3c(cccc13)C(=O)CC2	i	2.3	i	i	i	i	i	i	-1.7	i	i
COc1cccc(/C=N/NC(=S)Nc2cccc(S(=O)(=O)N(C)C)c2)c1	i	0.5	i	i	i	i	i	i	-0.5	i	i
CCOc1ccc(OCCOc2ncnc3ccccc23)cc1	i	-7.4	i	i	i	i	i	i	-3.6	i	i
CCOC(=O)CC1C(=O)NCCN1C(=O)Nc1ccc(Cl)cc1 (stereo not drawn)	i	-11.1	i	i	i	i	i	i	-0.9	i	i
Cn1ccc(C(=O)Nc2cccnc2Cl)n1	nt	nt	nt	i	i	nt	i	i	9.6	i	nt
COc1ccccc1N(Cc1ccccc1)S(=O)(=O)c1cccc(C(=O)Nc2ccc(C)cn2)c1	i	-2.1	i	i	i	i	i	i	11.4	i	i
CC(=O)NC(=S)Nc1ccc(NC(=O)c2cccnc2)cc1	i	-3.4	i	i	i	i	i	i	-2.3	i	i
COc1ccc(OC)c(/C=N/N(C)c2ccccc2)c1	i	16.8	i	i	i	i	i	i	0.6	i	i
CNS(=O)(=O)c1cccc2cccnc12	i	1.6	i	i	i	i	i	i	4.8	i	i
CC(=O)N1CCN(CCN=CC2=C(O)CC(c3ccco3)CC2=O)CC1 (stereo not drawn)	i	2.8	i	i	i	i	i	i	3.0	i	i
O=C(O)c1cccc(NS(=O)(=O)c2cccc(C(=O)Nc3ccccc3[N+](=O)[O-])c2)c1	i	1.8	i	i	i	i	i	i	-1.0	i	i
CCOc1ccc(S(=O)(=O)N(C)c2ccc(OCC(=O)Nc3nc(-c4cc(OC)ccc4OC)cs3)cc2)cc1	i	2.3	i	i	i	i	i	i	21.0	i	i
O=C(O)c1ccccc1C(c1ccc(O)cc1)c1ccc(O)cc1	i	-2.6	i	i	i	i	i	i	28.7	i	i

More entries.
compound	TMEM16A inh	HDAC3 inh	MrgX1 antagonist	TRPC6 activator	TRPC6 inh	MrgX1 agonist	TMEM16A act	RGS4 act	SKKanGAS inh	RGS4 block	MrgX1 allo act
O=C(OCc1nc2ccsc2c(=O)[nH]1)c1ccc(Cl)nc1	i	-1.0	i	i	i	i	i	i	-4.3	i	i
CC1(O)CC(c2ccc(Cl)cc2)=NN1C(=O)c1ccc([N+](=O)[O-])cc1 (stereo not drawn)	i	1.5	i	i	i	i	i	i	-11.1	i	i
Cc1ccc(S(=O)(=O)N2CCN(C(=O)CCc3nc4ccccc4c(=O)[nH]3)CC2)c(C)c1	i	10.0	i	i	i	i	i	i	-0.9	i	i
Cc1cc(C)nc(N2N=C(CSc3ccc(Cl)cc3)CC2=O)n1	i	0.6	i	i	i	i	i	i	12.5	i	i
Cc1ccc(-c2nnc(SCC(=O)Nc3ccc4c(c3)OCCO4)n2N)cc1	i	-2.3	i	nt	nt	i	i	nt	nt	nt	i
COc1cccc(C(=O)N2CCN(C(=O)c3cccs3)CC2)c1OC	i	-0.3	i	i	i	i	i	i	-2.6	i	i
Cc1c(C(=O)NCc2ccc3c(c2)OCO3)oc2ccccc12	i	-1.6	i	i	i	i	i	i	3.6	i	i
CCNC(=O)C1CCN(S(=O)(=O)c2ccc(F)cc2)CC1	i	-5.8	i	i	i	i	i	i	-7.0	i	i
CC(NC(=O)CNC(=S)N(Cc1ccccc1)Cc1cccnc1)c1ccccc1 (stereo not drawn)	i	-5.5	i	i	i	i	i	i	-1.1	i	i
COC(C[C@@H]1O[C@H]1C(=O)COCc1ccccc1)OC	i	-1.1	i	i	i	i	i	i	5.4	i	i
COc1ccc(NC(=S)Nc2ccccc2OC)c(OC)c1	i	-1.4	i	i	i	i	i	i	1.8	i	i
CCOc1ccccc1NC(=O)NNC(=O)c1ccc2ccccc2c1	i	-0.9	i	i	i	i	i	i	0.0	i	i
O=C(CCNC(=O)C1CCN(S(=O)(=O)c2ccccc2)CC1)Nc1cccc(C(F)(F)F)c1	i	7.1	i	i	i	i	i	i	0.2	i	i
CC(C)N(Cc1nccn1C)C(=O)c1ccc2oc(Cc3ccccc3)nc2c1	nt	nt	nt	i	i	nt	i	i	1.1	i	nt
